influenza NS1A: H1N1 influenza NS1A inhibitors, functional cell based assay (AID 504329). NS1A functional cell-based assay, percent inhibition; higher % means a stronger effect. inhibition, % at 12.5 µM, or IC50 in µM where a hit was titrated. actives 0.3% (n = 340,000); in the data active = a potency from the dose series; inconclusive = inhibition above about 27% without an active follow-up result; also: strong numbers were not always called active
PhoP GFP inhibition: PhoP regulon inhibitors, Salmonella typhi PhoP promoter GFP reporter, confirmatory (AID 1850) | Salmonella Typhi PhoP-promoter GFP reporter, fluorescence, 4 h; higher % means a stronger effect | inhibition, % at 50 µM, or IC50 in µM where a hit was titrated | actives 0.33% (n = 310,000); in the data active = a potency from the dose series; inconclusive = inhibition mostly from about 25% at the one dose, without a potency; inactive = the rest, 99 in 100 with inhibition below about 19%;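 also: 0% = induced wells with vehicle and 100% = uninduced wells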
tuberculosis growth: growth inhibition of non-replicating M. tuberculosis (AID 488890); Mycobacterium tuberculosis non-replicating, growth inhibition; higher % means a stronger effect; inhibition, % at 25 µM, or IC50 in µM where a hit was titrated; actives 0.39% (n = 320,000); in the data active = a potency from the dose series; inconclusive = inhibition mostly from about 82% at the one dose, without a potency; inactive = the rest, 99 in 100 with inhibition below about 76%;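 also: plate controls were DMSO cells for no effect and high antibiotic wells for full effect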
M. tuberculosis HTS: M. tuberculosis growth inhibition, HTS (AID 449762) | M. tuberculosis H37Rv growth inhibition, 7H9 media; higher % means a stronger effect | inhibition, % at 25 µM; hits with a dose series show IC50 in µM | actives 0.59% (n = 330,000); in the data active = a potency from the dose series; inconclusive = inhibition above about 70% without an active follow-up result;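 also: bacterial growth assessed after seven days of incubation; strong numbers were not always called active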
VEEV TC-83 Vero: inhibitors of VEEV TC-83 cytopathic effect, confirmation, Vero cells (AID 588727); Vero cells, VEEV TC-83 cytopathic effect inhibition; higher % means a stronger effect; actives 0.13% (n = 350,000); one-dose inhibition, % at 20 µM; IC50 in µM for titrated hits; in the data active = a potency from the dose series; inconclusive = inhibition mostly from about 14% at the one dose, without a potency; inactive = the rest, 99 in 100 with inhibition below about 12%; also: strong numbers were not always called active
VEEV TC-83 Vero 10K pilot screen: second read-out of VEEV TC-83 Vero, no call of its own (marks repeat the call); inhibition, %; measured here: 10K pilot screen inhibition
Starred values were filed as active, the others as inactive; i = inactive; ? = inconclusive; / = no result given.

SMILES	influenza NS1A	PhoP GFP inhibition	tuberculosis growth	M. tuberculosis HTS	VEEV TC-83 Vero	others
S=C(NCCc1ccncc1)Nc1cccc2ccccc12	/	-7%	?	-2%	2.4%
O=C(CN1CCCCCC1)N/N=C/c1cccc(Cl)c1	-3%	-3%	-12%	-2%	1.1%
COC(=O)c1ccc(N2CCN(C(C)=O)CC2)c(NC(=O)c2cccnc2)c1	0%	-1%	-1%	0%	1.2%
O=C(O)c1ccc(NS(=O)(=O)c2ccc3c(c2)C2C=CCC2C(c2ccccc2F)N3)cc1 (centres undefined)	18%	/	/	/	1.8%
c1ccc(-n2ncc3cccnc32)cc1	-19%	10%	-7%	5%	0.0%
Cc1nnc2ccc(N3CCN(C(=O)c4ccccc4)CC3)nn12	12%	/	5%	2%	i
Cc1noc(C)c1CSc1nc2ccccc2s1	-18%	-8%	15%	5%	2.9%
COc1cc(CC(=O)NC2CCCc3ccccc32)cc(OC)c1OC (centres undefined)	-7%	7%	6%	-6%	i
CCc1ccccc1N(CC)C(=O)CCc1nc(-c2ccc(C)cc2)no1	-6%	13%	24%	3%	5.3%
CN1CCN(C(=O)/C=C/c2ccc(Cl)c(Cl)c2)CC1	-6%	22%	-18%	-8%	1.3%
CN1CCN(S(=O)(=O)c2ccc(N3CCN(S(=O)(=O)/C=C/c4ccccc4)CC3)nc2)CC1	7%	-23%	11%	0%	i
c1cnc(NCCNc2ncccn2)nc1	15%	-2%	5%	-2%	5.2%
COc1ccc2c(c1)c(C(O)CN1CCN(Cc3ccc4c(c3)OCO4)CC1)c(C)n2C (centres undefined)	22%	15%	58%	-1%	2.4%
COC(=O)c1cccc(NC(=O)c2cc3sccc3n2C)c1	-4%	-2%	10%	0%	2.5%	VEEV TC-83 Vero 10K pilot screen=4.2
O=C(CSCc1ccc(Br)cc1)Nc1ccc(S(=O)(=O)N2CCCCCC2)cc1	2%	-13%	46%	-9%	1.7%
O=C(Nc1ccc(Cl)cn1)C1CCN(S(=O)(=O)c2cccs2)CC1	-3%	19%	7%	-1%	i
COc1ccc(CC(=O)Nc2cccc(-c3nnc(-c4ccc(C)cc4)o3)c2)cc1OC	8%	6%	23%	-3%	9.2%
Cc1cc(C)nc(SCc2ccc(C(=O)N/N=C/c3ccccc3C(=O)O)cc2)n1	-6%	2%	-7%	-5%	1.8%
O=C(Cn1nc(-c2ccco2)ccc1=O)Nc1cc(Cl)ccc1Cl	-3%	-3%	3%	-1%	i
CCOC(=O)c1[nH]c2ccc(C)cc2c1N=C(C)N(C)C	5%	0%	18%	10%	i
N#Cc1c(N)n(CCNC(=O)c2ccccc2)c2nc3ccccc3nc12	7%	-3%	-8%	0%	2.1%
Cc1nn(CC(=O)Nc2ccc3c(c2)nc(CN2CCCC2)n3C)c(=O)c2ccccc12	2%	14%	-8%	11%	0.4%
O=C(CSC1CC(=O)N(CC(c2ccccc2)c2ccccc2)C1=O)Nc1ccc(Cl)cc1 (centres undefined)	2%	6%	?	1%	4.2%
CCCc1cc(C(=O)N(C2CCCCC2)C2CCCCC2)no1	-6%	-6%	-24%	5%	0.5%
CC(C)(C)OC(=O)NN1CC(=O)N2[C@@H](Cc3c([nH]c4ccccc34)C2(C)C)C1=O	18%	-1%	-16%	5%	i
Cn1c(Oc2ccccc2NCc2cc(Br)ccc2O)cc(=O)n(C)c1=O	0%	4%	52%	-1%	1.1%
Cc1cc(C)c(S(=O)(=O)N2CCN=C2c2ccccc2)cc1C	2%	8%	19%	10%	0.9%
Cc1ccc(S(=O)(=O)NC(=O)NCC2CCN(S(=O)(=O)c3ccccc3)CC2)cc1	7%	-27%	-14%	11%	0.5%
COc1ccc(S(=O)(=O)N2CCOCC2)cc1C(=O)Nc1nc2ccccc2s1	2%	8%	-6%	8%	2.5%
Cc1n[nH]c(C)c1S(=O)(=O)N(CC(=O)Nc1ccc2c(c1)OCCO2)c1ccc(C(C)C)cc1	9%	1%	/	-3%	6.5%

Continued, starting with the last 7 of the part before.
SMILES	influenza NS1A	PhoP GFP inhibition	tuberculosis growth	M. tuberculosis HTS	VEEV TC-83 Vero	others
CCCc1cc(C(=O)N(C2CCCCC2)C2CCCCC2)no1	-6%	-6%	-24%	5%	0.5%
CC(C)(C)OC(=O)NN1CC(=O)N2[C@@H](Cc3c([nH]c4ccccc34)C2(C)C)C1=O	18%	-1%	-16%	5%	i
Cn1c(Oc2ccccc2NCc2cc(Br)ccc2O)cc(=O)n(C)c1=O	0%	4%	52%	-1%	1.1%
Cc1cc(C)c(S(=O)(=O)N2CCN=C2c2ccccc2)cc1C	2%	8%	19%	10%	0.9%
Cc1ccc(S(=O)(=O)NC(=O)NCC2CCN(S(=O)(=O)c3ccccc3)CC2)cc1	7%	-27%	-14%	11%	0.5%
COc1ccc(S(=O)(=O)N2CCOCC2)cc1C(=O)Nc1nc2ccccc2s1	2%	8%	-6%	8%	2.5%
Cc1n[nH]c(C)c1S(=O)(=O)N(CC(=O)Nc1ccc2c(c1)OCCO2)c1ccc(C(C)C)cc1	9%	1%	/	-3%	6.5%
CCN(CC(=O)Nc1ccc(NC(C)=O)cc1)C(=O)Cc1ccc(S(=O)(=O)N2CCOCC2)s1	-5%	2%	-2%	-3%	1.7%
C=CCSc1nc(N)c(C#N)c(-c2ccc(C)cc2)c1C#N	7%	-6%	24%	3%	9.3%
COc1cc(/C=C2/C(=O)N(c3ccc(C(=O)O)cc3)N=C2C)cc(OC)c1O	13%	5%	-4%	2%	i
CCOc1ccc(CCNC(=O)c2nnn(CC(=O)Nc3ccc(OC)cc3)c2N)cc1OCC	-1%	-2%	-2%	-3%	1.4%
Cc1ccc(CNC(=O)C2CCCN(c3nn4c(=O)cc(C)nc4s3)C2)cc1 (centres undefined)	-8%	0%	-3%	1%	1.2%
COc1cc(C(=O)Oc2cccnc2)cc(OC)c1OC	-8%	-1%	33%	17%	0.1%
FC(F)(F)c1ccc(C2[C@H]3CN(Cc4ccc(-c5ccccc5)cc4)[C@H](c4ccccc4)C34CC2(c2ccccc2)C4)cc1 (some centres undefined)	/	-1%	14%	-3%	/
O=C(Nc1ccccc1)OC1CN=C(N[N+](=O)[O-])NC1 (centres undefined)	3%	5%	0%	-10%	1.9%
CN(C)c1ccc(CNCCC2CCOC(C)(C)C2)cc1 (centres undefined)	/	-10%	-3%	-3%	/
CC(C)CC(COCc1ccc(F)cc1)N1CCN(C(=O)c2cccc(C(F)(F)F)c2)CCC1=O (centres undefined)	2%	-4%	7%	1%	0.7%
O=C(Cc1ccc(Br)cc1)Nc1ccc(S(=O)(=O)Nc2ncccn2)cc1	-5%	-4%	43%	2%	0.2%
CC1=C(C(N)=O)C(c2ccc(Br)cc2)n2nc(CCCO)nc2N1 (centres undefined)	-5%	7%	12%	-8%	0.5%
Cc1cc(Cl)ccc1NC(=S)NCCc1ccc(S(N)(=O)=O)cc1	1%	3%	?	2%	0.5%
CC1CCCN(CC(=O)Nc2cc(S(=O)(=O)N3CCOCC3)ccc2N2CCCC2)C1 (centres undefined)	-6%	/	-8%	-8%	0.6%
COc1ccc(CCNC(=O)Cn2c(=O)oc3cc(Cl)ccc32)cc1OC	-13%	-1%	9%	-7%	1.9%
Cc1ccc(-c2nc(CN(CC3CCC3)CC3CCCO3)c(C)o2)s1 (centres undefined)	-6%	5%	28%	2%	4.2%
CCN(CC)S(=O)(=O)c1cc(C(=O)OCC(=O)NC2CCCc3ccccc32)ccc1C (centres undefined)	-1%	-3%	21%	7%	0.9%
CCc1nc2sc(C)c(C)c2c(=O)n1CCO	2%	-5%	-1%	-2%	7.9%
CSc1nnc(Cc2sc(-c3ccccc3)nc2-c2ccccc2)o1	3%	0%	39%	69%	2.8%
O=[N+]([O-])c1ccc(N2CCCC2)cc1NC1CC1	13%	0%	6%	4%	0.1%
COc1cccc(NC(=O)CNC(=O)N2CC(=O)Nc3ccccc32)c1	5%	0%	-8%	-7%	0.9%
Cc1cccc(NC(=O)c2ccccn2)c1C	-6%	-7%	5%	-2%	6.0%
Cc1c(C)c2ccc(OC(C)C(=O)N3C[C@H]4C[C@@H](C3)c3cccc(=O)n3C4)c(C)c2oc1=O (some centres undefined)	-2%	-4%	11%	-7%	1.1%
Cc1cc([N+](=O)[O-])nn1CC(=O)N/N=C/c1ccccc1O	14%	47µM*	20%	0%	3.4%
O=C(O)c1ccc(OCCn2ccnc2)cc1	0%	1%	-5%	-1%	1.5%
CCC1CCCCN1S(=O)(=O)c1ccc([N+](=O)[O-])cc1 (centres undefined)	9%	-6%	12%	-6%	i
Cc1sc2nc(SCC(=O)N(CCO)CCO)nc(N)c2c1C	-24%	-14%	-7%	-5%	1.1%
CCN(C(=O)COC(=O)c1ccc(C)c(S(=O)(=O)N2CCCCC2)c1)C1CCS(=O)(=O)C1 (centres undefined)	5%	4%	6%	0%	0.5%
COc1cc2c(cc1OC)CN(C1CCCN(Cc3cc(Cl)ccc3O)C1)CC2 (centres undefined)	0%	-1%	29%	6%	0.4%
CC1=CC(=C2C(=O)NC(=S)NC2=O)C=C(C(F)(F)F)N1Cc1ccccc1	-2%	-7%	-29%	-6%	i

Quoted from the results shown (2 entries):
SMILES	influenza NS1A	PhoP GFP inhibition	tuberculosis growth	M. tuberculosis HTS	VEEV TC-83 Vero	others
S=C(NCCc1ccncc1)Nc1cccc2ccccc12	/	-7%	?	-2%	2.4%
O=C(CN1CCCCCC1)N/N=C/c1cccc(Cl)c1	-3%	-3%	-12%	-2%	1.1%

Other records
SMILES	influenza NS1A	PhoP GFP inhibition	tuberculosis growth	M. tuberculosis HTS	VEEV TC-83 Vero	others
c1ccc(CN2CCC3(CC2)Nc2ccccc2S3)cc1	16%	2%	29%	9%	0.2%
Cc1ccc(S(=O)(=O)Nc2ccc3nc(-c4cccn4C)[nH]c3c2)cc1	11%	2%	9%	-8%	8.5%
CCOC(=O)c1sc2nc(CN3CCCCC3)nc(Cl)c2c1C	2%	-6%	?	60%	0.8%
O=C(COC(=O)c1cccc(NS(=O)(=O)c2ccc(F)c(F)c2)c1)NC(=O)NC1CCCC1	-3%	-8%	17%	0%	6.8%
CN(C)CCCNc1ccc(-c2n[nH]c(=O)c3ccccc23)cc1[N+](=O)[O-]	8%	-5%	57%	3%	i
COc1ccc(/C=N/NC(=O)Cn2cnc3ccccc3c2=O)cc1	-5%	2%	5%	0%	0.1%
CC(=O)Nc1ccc2c(c1)c1ccccc1n2C(C)=O	-7%	9%	21%	-4%	1.8%
Cc1cc2c(cc1S(=O)(=O)CCC(=O)NCCc1ccccc1)OCC(=O)N2	-1%	13%	13%	-11%	i
COc1ccc(CNS(=O)(=O)c2ccc(S(=O)(=O)N3CCCCC3)cc2)cc1	4%	0%	1%	4%	1.3%
Cc1cc2ccccn2c1C(=O)c1ccncc1	-3%	-9%	1%	-3%	0.4%
COc1ccc2[nH]c(C(=O)Nc3cccc(C)n3)cc2c1	/	-5%	4%	-6%	5.1%
COc1ccc(NC(=O)c2cc(S(=O)(=O)N3CCS(=O)(=O)CC3)ccc2Cl)cc1	-4%	-1%	-5%	-4%	0.1%
Cc1cccc(N2C(=O)NC(=O)/C(=C\c3cc(C)n(-c4sc5c(c4C#N)CCCC5)c3C)C2=O)c1C	-10%	-2%	25%	4%	1.1%
OC1CCCN(CC(O)COC(c2ccccc2)c2ccccc2)C1 (centres undefined)	-5%	6%	12%	1%	i
Cn1c(=O)c2c(nc(CN3CCN(C(=O)c4ccco4)CC3)n2CCc2ccccc2)n(C)c1=O	-6%	4%	10%	-1%	0.4%
N#Cc1cccnc1N1CCC(C(N)=O)CC1	-1%	3%	-6%	4%	3.4%
Cc1ccc(C(=O)OCc2nc(N)nc(Nc3ccccc3C)n2)cc1	-2%	2%	45%	17%	8.9%
O=C(O)c1cc(-c2ccccc2)n(-c2ccc(Cl)cc2)n1	-6%	1%	12%	-7%	0.9%
O=C(COc1ccccc1Cl)NC(=S)N1CCc2ccccc21	-8%	-8%	?	?	i
O=C(c1ccc(Cl)cc1)[C@@H]1[C@@H]2C(=O)N(c3ccc(Cl)cc3)C(=O)[C@@H]2C2c3ccccc3C=NN21 (some centres undefined)	9%	-1%	17%	5%	0.5%
CC1CC2=C(CC1/C=N/NC(N)=S)C(C)(C)CCC2 (centres undefined)	20%	-13%	?	14µM*	i
CC(C)=CCCC(C)CN1CCC(n2nccc2NC(=O)C2CCCC2)CC1 (centres undefined)	2%	5%	4%	4%	0.9%
O=C(Nc1ccc(Cl)c(Cl)c1)N1CCSCC1	5%	-3%	69%	-3%	3.7%
COc1ccc(Oc2nc3c(c(=O)n(C)c(=O)n3C)n2C)cc1	-3%	-5%	6%	4%	3.5%
